# Screens from PubChem.
# G9a inh – inhibitors of human histone lysine methyltransferase G9a; Q96KQ7; G9a H3K9 monomethylation, AlphaScreen, 2 h; Potency, µM (top dose mostly 102 µM), inactives show at the top dose activity, negative = inhibition, actives largely listed as inhibitors; 350,000 compounds, 8.8% hits; also: % is scaled to controls: 0 for no effect and ±100 for the full control effect; nearly all actives have a fitted effect of over 75% in size
#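 Readings reflect AlphaScreen signal from monomethyl-H3K9 antibody detection. HMT at 20 nM; substrate b-H3K9 500 nM; cofactor SAM 20 uM; 2 h RT reaction; compounds tested as titrations in qHTS with 15 min preincubation.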
# Pol iota inh – blocks human DNA polymerase iota activity; Potency, µM (titrated, usually from 115 µM), inactives show top-dose activity, negative = inhibition, most hits filed as inhibitors; Q9UNA4; 390,000 compounds, 1% hits; Pol iota fluorescent replication assay, 10 min
#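 Fluorescent replication assay read twice, at 0 min and 10 min after adding 50 nM (final) substrate. Enzyme (10 nM) and compounds were first incubated 15 min at room temperature; enzyme-free buffer wells were negative controls.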
# BLM helicase inh – Bloom syndrome helicase (human) inhibition | recombinant BLM DNA unwinding, fluorescence dequenching | AID 2528 | Potency, µM (series often up to 56.1 µM), for inactives: at the highest dose activity change, negative = inhibition, most hits filed as inhibitors | 350,000 compounds, 0.2% hits;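 also: plate controls were vehicle for no effect and no enzyme for full effect; nearly all actives have a fitted effect of over 35% in size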
# Target sequence (P54132 whole entry, looked up): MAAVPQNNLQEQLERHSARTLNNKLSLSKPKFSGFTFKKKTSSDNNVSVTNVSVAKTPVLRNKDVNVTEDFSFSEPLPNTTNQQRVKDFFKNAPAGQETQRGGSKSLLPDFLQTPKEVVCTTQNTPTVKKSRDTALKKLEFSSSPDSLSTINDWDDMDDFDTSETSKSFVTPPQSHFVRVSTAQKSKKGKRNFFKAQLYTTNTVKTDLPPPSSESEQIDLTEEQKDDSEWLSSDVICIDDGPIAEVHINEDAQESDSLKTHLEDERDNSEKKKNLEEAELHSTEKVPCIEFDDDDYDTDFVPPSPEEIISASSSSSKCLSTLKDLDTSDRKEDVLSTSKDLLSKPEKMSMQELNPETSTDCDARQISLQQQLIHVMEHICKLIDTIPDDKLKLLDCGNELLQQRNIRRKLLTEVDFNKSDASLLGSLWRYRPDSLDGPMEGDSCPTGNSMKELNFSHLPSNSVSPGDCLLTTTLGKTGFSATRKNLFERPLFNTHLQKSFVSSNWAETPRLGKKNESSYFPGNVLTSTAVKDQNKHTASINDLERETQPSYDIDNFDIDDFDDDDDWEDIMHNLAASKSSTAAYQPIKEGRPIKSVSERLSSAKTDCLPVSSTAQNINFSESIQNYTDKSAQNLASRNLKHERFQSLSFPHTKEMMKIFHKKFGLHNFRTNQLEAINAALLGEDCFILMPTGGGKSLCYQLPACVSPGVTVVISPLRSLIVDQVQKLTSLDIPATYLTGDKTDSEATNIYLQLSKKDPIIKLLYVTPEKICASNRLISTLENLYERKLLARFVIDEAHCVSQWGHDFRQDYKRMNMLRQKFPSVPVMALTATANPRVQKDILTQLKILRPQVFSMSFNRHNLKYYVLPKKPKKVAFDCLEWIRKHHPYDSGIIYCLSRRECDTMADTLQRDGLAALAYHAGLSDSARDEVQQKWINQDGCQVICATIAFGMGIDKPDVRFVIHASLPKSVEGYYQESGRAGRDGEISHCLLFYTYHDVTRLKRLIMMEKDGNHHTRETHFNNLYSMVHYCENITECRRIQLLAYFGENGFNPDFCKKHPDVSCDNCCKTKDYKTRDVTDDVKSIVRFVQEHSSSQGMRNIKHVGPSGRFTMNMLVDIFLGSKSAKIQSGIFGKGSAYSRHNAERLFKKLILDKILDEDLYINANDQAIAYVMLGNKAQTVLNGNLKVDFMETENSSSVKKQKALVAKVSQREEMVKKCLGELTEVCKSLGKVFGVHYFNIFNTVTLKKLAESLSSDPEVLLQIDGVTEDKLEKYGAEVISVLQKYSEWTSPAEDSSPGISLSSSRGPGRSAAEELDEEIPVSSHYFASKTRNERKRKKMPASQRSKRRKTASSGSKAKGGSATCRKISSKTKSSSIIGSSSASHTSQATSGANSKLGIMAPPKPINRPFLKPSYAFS
# APEX1 inh – blocks human APE1 abasic DNA cleavage | P27695 | recombinant APE1, TAMRA/BHQ-2 abasic DNA cleavage fluorescence | Potency, µM (top dose mostly 65.8 µM), for the others: at the highest dose activity change, negative = inhibition, usual class: inhibitors | 350,000 compounds, 0.35% hits | AID 2517;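 also: plate controls were vehicle for no effect and reference inhibitor for full effect; nearly all actives have a fitted effect of over 55% in size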
#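 APE1 at 0.75 nM preincubated 15 min at room temperature with compound. Reaction then started with 50 nM double-stranded THF-abasic substrate labelled with TAMRA/BHQ-2, and 525/598 nm fluorescence read kinetically. Activity taken as third-minus-first read difference, normalized to DMSO and NSC13755 controls.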
# Pol kappa inh – blocks human DNA polymerase kappa activity | Potency, µM (titrated, usually from 107 µM), for the others: at the top dose activity, negative = inhibition, usual class: inhibitors | Q9UBT6 | purified Pol kappa, fluorescent DNA synthesis assay, 10 min | 400,000 compounds, 0.53% hits; also: % is scaled to controls: 0 for no effect and ±100 for the full control effect
#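 Activity was followed as the change in fluorescence between reads at 0 and 10 min after starting the reaction with 50 nM substrate. Beforehand, 10 nM polymerase had been preincubated with compound for 15 min at room temperature.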
# JMJD2A Tudor inh – JMJD2A Tudor domain (human) inhibition; 390,000 compounds, 4.4% hits; Potency, µM (titrated, usually from 114 µM), without a hit: at the highest dose activity change, negative = inhibition, most hits filed as inhibitors; O75164; AlphaScreen JMJD2A-Tudor / H3K4me3 peptide binding; also: % is scaled to controls: 0 for no effect and ±100 for the full control effect; nearly all actives have a fitted effect of over 50% in size
# POLB inh – blocks human DNA polymerase beta activity. P06746. Pol beta primer extension/strand displacement, fluorescence kinetic. Potency, µM (top dose mostly 114 µM), for the others: at the highest dose activity change, negative = inhibition, actives largely listed as inhibitors. 340,000 compounds, 1.3% hits. AID 485314; also: % is scaled to controls: 0 for no effect and ±100 for the full control effect
#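 Homogeneous kinetic assay of primer extension and strand displacement by 10 nM Pol beta, preincubated 15 min at room temperature with compound before 50 nM substrate (final) was added. Read at 0 and 10 min; four-parameter Hill fit.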
# POLH inh – blocks human DNA polymerase eta activity; recombinant Pol eta, fluorescent DNA replication assay; Potency, µM (titrated, usually from 114 µM), without a hit: at the highest dose activity change, negative = inhibition, actives largely listed as inhibitors; 390,000 compounds, 1.2% hits; also: % is scaled to controls: 0 for no effect and ±100 for the full control effect
#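 Fluorescent replication assay: 50 nM final substrate added after a 15 min room-temperature compound preincubation with 10 nM enzyme. Signal taken at 0 min and again at 10 min.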
# BAZ2B inh – blocks human BAZ2B. Potency, µM (titrated, usually from 114 µM), for inactives: at the top dose activity change, negative = inhibition, hits mostly inhibitors. Q9UIF8. AlphaScreen BAZ2B-H3K14Ac peptide displacement. 360,000 compounds, 4.4% hits; also: % is scaled to controls: 0 for no effect and ±100 for the full control effect; nearly all actives have a fitted effect of over 60% in size
#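 AlphaScreen luminescence quantifies BAZ2B engagement of H3K14Ac peptide; the protein and biotinylated peptide are both at 50 nM final, buffer PBS pH 7.4 with 0.01% Tween-20, all steps at room temperature.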
# The depositor's hits bear a star; ? = inconclusive; . = no result given; [ ] = dose if it differs, or a comment. Calls follow the shape of the dose curve; as a rule, active = well fitted curve in the direction sought with a large enough effect; inconclusive = small, poorly fitted or top-dose-only effect, or another doubt; inactive = no such curve, though single readings can be large; an effect the other way counts as inactive or inconclusive. Potency is read from the fitted curve at half-maximal effect. Only part of the results is shown; the hit share may differ from the screen's.
# Order of results: G9a inh, Pol iota inh, BLM helicase inh, APEX1 inh, Pol kappa inh, JMJD2A Tudor inh, POLB inh, POLH inh, BAZ2B inh
CC(=O)Cc1nsc(NC(=O)c2csc3c2CCCC3)n1
  2.5µM*, ?, -1%, 0%, -5%, -16%, 3%, 0%, -2%
C=CCOc1c(Br)cc(CNCCCN2CCOCC2)cc1OC
  ., 19%, -4%, 0%, 2%, -4%, 9%, -23%, 0%
O=c1nc(Nc2cccc(Cl)c2)oc2cc(Cl)oc(=O)c12
  50µM*, -8%, -7%, -1%, 8%, -22%, ?, 3%, ?
Cn1cccc1C(=O)NC1CCCCC1
  -35%, 50%[activator], ., 2%, -9%, -22%, ., -5%, -2%
CC1CC(=O)NN1C(=O)c1ccccc1 (stereo not given)
  79µM*, -5%, -2%, 1%, -1%, 28µM*, 35%, -2%, 79µM*
CO/N=C/CC(=O)Nc1ccc(F)cc1F
  16%[59 µM], 0%, -3%, 2%, -7%[60.1 µM], -6%, 35%, 5%, 5%
COC(=O)c1cc(NC(=O)Cn2ncc3c2-c2ccccc2OC3)cc(C(=O)OC)c1
  10%[59 µM], ?, -3%, ., 2%, -7%, 2%, -21%, 4%
CCc1nnc(NC(=O)Cc2ccc(OC)cc2)s1
  7%[59 µM], -3%, -4%, -5%, 0%, -10%, 3%, 5%, -17%
Cc1ccccc1OC(=O)c1snnc1C
  -44%[59 µM], 21%, 1%, ., 3%, 14%, 1%, -15%, 6%
CC(=O)Nc1cc2c(cc1Br)-c1ccccc1C2
  ., 25%, ., ., -5%, 5%, ., -20%, .
CCCCNC1(C#N)CCN(Cc2ccccc2)CC1
  ., 76%[activator], ., ., -2%, ?, ., -4%, .
Cc1ccc(S(=O)(=O)c2nc(S(=O)(=O)c3ccc(C)cc3)c(NCc3ccco3)s2)cc1
  17%[0.0925 µM], -8%[58.9 µM], -4%, 12%, -15%, -11%, 14%, -13%, -4%
O=C(c1ccc(CN2CCOCC2)cc1)N1CCN(c2ccccc2)CC1
  21%[59 µM], -9%, 1%, 1%, -4%, -11%, 7%, 6%, 8%
Cc1cc(C)nc(NC(=O)NS(=O)(=O)N2CCCCCC2)n1
  -3%[12.7 µM], 30%, 1%, -4%, -1%, 5%, 14%, -9%, 6%
COc1ccc(C(=O)NCCn2cc(SCc3c(F)cccc3Cl)c3ccccc32)cc1
  5%[59 µM], 1%, -11%, ., -17%, -18%, 0%, -12%, -14%

# Molecules above that have a Cl atom, in the order listed:
# Order of results: G9a inh, Pol iota inh, BLM helicase inh, APEX1 inh, Pol kappa inh, JMJD2A Tudor inh, POLB inh, POLH inh, BAZ2B inh
O=c1nc(Nc2cccc(Cl)c2)oc2cc(Cl)oc(=O)c12
  50µM*, -8%, -7%, -1%, 8%, -22%, ?, 3%, ?
COc1ccc(C(=O)NCCn2cc(SCc3c(F)cccc3Cl)c3ccccc32)cc1
  5%[59 µM], 1%, -11%, ., -17%, -18%, 0%, -12%, -14%

# (continued)
# Order of results: G9a inh, Pol iota inh, BLM helicase inh, APEX1 inh, Pol kappa inh, JMJD2A Tudor inh, POLB inh, POLH inh, BAZ2B inh
Cc1ccc(S(=O)(=O)N(C)C)cc1NC(=O)COC(=O)c1c(C)noc1C
  -7%[59 µM], 119%[activator], -4%, -3%, -9%, 14%, -3%, -7%, -4%
CCCNC(=O)CCC(=O)N1Cc2ccccc2Oc2ncccc21
  -5%[59 µM], 17%, -2%, ., 7%, -21%, 8%, -14%, 12%[57.1 µM]
Cc1ccc(NC(=O)CCC(=O)N2CCSc3ccccc32)cc1Cl
  6%[59 µM], 17%, -8%, ., -1%, -21%, -1%, ?, -7%
CCCCOc1ccc(C(=O)Nc2cccc(-c3nc4ccccc4o3)c2C)cc1
  -21%[59 µM], -17%, -3%, ., 5%, -13%, 15%, -1%, -18%
CCCCC(C(=O)NC(C)(C)C)N(Cc1ccco1)C(=O)c1snc(C(N)=O)c1N (stereo not given)
  -4%[59 µM], 11%, -4%, -4%, -5%, -13%, 2%, -7%, -5%
Cn1c(=O)c2sccc2n2c(CCCC(=O)NCc3ccc4c(c3)OCO4)nnc12
  ., 12%, 2%, 9%, -9%, -5%, 9%, -6%, ?
CC(C)c1ccc(C(C(C(=O)c2ccccc2)N2CCOCC2)N2CCOCC2)cc1 (stereo not given)
  ., -27%, ., ., -24%, -17%, ., -6%, .
Cc1[nH]c2ccccc2c1CCN(Cc1cccs1)C(=S)NC(C)(C)C
  ?, -16%, -1%, -3%, -8%, ?, -14%, -14%, .
CCS(=O)(=O)N(CC(=O)Nc1cccc2ccccc12)c1ccc(OC)cc1
  -6%[12.7 µM], 17%, ., 11%, -12%, -11%, ., -22%, 8%
Cc1cccc(-n2c(SCC(=O)O)nc3sc4c(c3c2=O)CCCC4)c1
  -27%, -6%, 2%, -2%, 10%, -11%, 4%, -4%, -32%
O=C(COC(=O)/C=C/c1nc2ccccc2s1)Nc1cccc2ccccc12
  24%[59 µM], 15%, -2%, 6%, -4%, -7%, 17%, -19%, 11%
COc1ccc(Br)cc1CNC(=O)C1CCCN(c2nc3ccccc3o2)C1 (stereo not given)
  -28%, -18%[58.9 µM], -8%, -4%, -7%, -18%, 7%, 3%, -28%
COc1ccc(NC(=O)Nc2cccc3c2O[C@@H](CN(C)S(=O)(=O)c2cn(C)cn2)[C@@H](C)CN([C@H](C)CO)C3=O)cc1
  ., 16%, ., 3%, 5%, -9%, ., -17%, .
CCOC(=O)c1c(NC(=O)c2c(Br)cnn2C)c(C#N)nn1-c1ccccc1
  38%, -1%, -16%, 1%, -8%, -3%, 1%, -9%, 3%
COc1ccccc1N(CCC#N)C(=O)CSc1nc(-c2ccccc2)cn1N
  2%, 0%, 2%, -2%, -20%, -29%, -13%, -1%, -2%
COc1cc2ccccc2cc1C(=O)NC(=S)Nc1ccc(C(=O)O)cc1
  ?, 0%, -6%, 25%, -10%, 50µM*, -18%, 50µM*, 50µM*
CCCOc1cc(CC(=O)NCc2ccco2)ccc1OC
  -25%[12.7 µM], 4%, -3%, 4%, -24%, -25%, -18%, 7%, -2%
Cc1ccccc1OCC(O)CNC1CCC(NCC(O)COc2ccccc2C)CC1 (stereo not given)
  -3%[2.33 µM], 13%, -3%, -19%, -8%, -34%, 7%, -2%, -12%
C=CCNc1nc(Cl)nc(Nc2ccc([N+](=O)[O-])cc2)n1
  3%, -4%, 3%, 0%, -3%, -11%, 0%, 1%, 0%
COc1ccc(NC(=O)c2cn(-c3ccccc3)nc2-c2ccc(C)cc2)cc1
  -1%[59 µM], 15%, -9%, ., 6%, -17%, 24%, -18%, -3%
CCOCC(=O)Nc1cc(C(=O)Nc2cc(C)cc(C)c2)ccc1Cl
  10%, ., -1%, 3%, ., ., 30%, ., -1%
CCCCC1C2=C(CC(C)(C)CC2=O)OC2=C1C(=O)CC(C)(C)C2
  23%, 11%, -2%, -1%, -15%, -10%, -19%[57.1 µM], -19%, 3%
CC(C)NC(=S)N(CCc1ccncc1)C(C)C
  -34%, 14%, 0%, ?, -11%, -19%, 1%, -6%, 3%
COc1ccc2c(c1)OCC(Cc1ccc(OC)c(OC(C)=O)c1)C2=O (stereo not given)
  -29%[2.33 µM], ., -2%, -3%, -6%[60.1 µM], ., ., ., .
COC(=O)c1ccc(COC(=O)c2[nH]c(C)c(C(C)=O)c2C)o1
  -14%, 8%, -4%, 4%, -4%, -17%, -13%, 11%, ?
O=C(O)COc1ccccc1O
  6%[59 µM], 16%, -13%, -3%, -16%, -17%, 3%, -5%, .
CCOc1ccc2oc(C(=O)OCC(=O)NC(=O)NC3CCCC3)c(C)c2c1
  -42%, 12%, -3%, 6%, -4%, -20%, 10%, -15%, -7%
Cn1c(=O)[nH]c(N)c(Br)c1=O
  ., 41%[activator], ., ., -1%, -7%, ., 0%, .
Cc1nn(-c2ccc(Cl)cn2)c2c1C(=O)CC(C)(C)C2Br (stereo not given)
  ., 11%, ., ., -5%, -1%, ., -20%, .
COc1ccc2c(C)c(CC(=O)NCc3ccc(C)cc3)c(=O)oc2c1OC
  23%[59 µM], 7%, -1%, ., 10%, -4%, 3%, -11%, 34%[activator]
CCOC(=O)N1CCN(Cc2nc3cc(NC(C)=O)ccc3n2C)CC1
  18%, 147%[activator], -11%, 3%, -7%, 0%, -2%, -10%, 9%
CCn1c(SCCC#N)nnc1-c1ccncc1
  9%[12.7 µM], 3%, -1%, 21%, 1%[60.1 µM], -1%, 3%, 4%, 6%
COc1cccc(OCCCCN2CCCCC2)c1
  ?, -9%, 3%, 4%, -2%, 8.9µM*, 1%, 0%, ?
Cc1ccc2sc(NNC(=O)C3=COCCO3)nc2c1C
  -34%, 2%, -1%, 0%, -9%, ?, 1%, -3%, -29%
CCN(Cc1ccccc1)C(=O)COC(=O)c1c(C)nsc1NC
  -9%[12.7 µM], 12%, ., 0%, -10%, -12%, ., -7%, 11%
CCOC(=O)c1nnc(-c2ccccc2)nc1Oc1ccccc1Cl
  -24%[59 µM], -13%, -5%, -2%, -13%, ?, 2%, -7%, -6%
Cc1cccc(C)c1NC(=O)CNC(=O)C1CC(=O)N(Cc2ccccc2)C1 (stereo not given)
  -26%[59 µM], 11%, ., 20%, 2%, -3%, ., -16%, -2%
CC(C)Nc1nc(NC(C)C)nc(Oc2ccc(=O)n(C)n2)n1
  ., 59%[activator], 0%, 0%, -2%, 3%[11.4 µM], 4%, -18%, 19%
CC1CCN(C(=O)c2[nH]cnc2C(=O)N[C@H](C)c2ccccc2)CC1
  12%[0.501 µM], 32%[activator], ., -11%, 8%, -13%, ., 1%, -13%
CN(CCC1CCOCC1)C(=O)CC1C(=O)NCCN1Cc1c(F)cccc1Cl (stereo not given)
  40µM*, 11%, -5%, 46%[activator], -7%, -9%, 21%, -6%, -19%
CN(CC(=O)NCc1ccc(F)cc1)S(=O)(=O)c1ccc2c(c1)c(=O)n(C)c(=O)n2C
  3%, ?, -1%, 10%, -2%, -20%, 37%, -8%, -42%
O=C(Nc1nncs1)c1cc(-c2ccncc2)nc2ccc(Cl)cc12
  50µM*, 30%[activator], -2%, 0%, -12%, -2%, 9%, -18%, -5%
CCOc1ccccc1NC(=O)Nc1ccsc1C(=O)OC
  74%[activator], -9%, -9%, 27%, -2%, 10%, -7%, -15%, -13%
CCCc1cc(=O)oc2cc(C)cc(OCC(=O)N3CCC(C(N)=O)CC3)c12
  12%[12.7 µM], 19%, 0%, 31%, 8%, -14%, 1%, -18%, -3%
